Bioassay records deposited in PubChem by several laboratories.
SR-BI HDL uptake: inhibitors of mouse SR-BI mediated HDL lipid uptake | Q61009 | actives 0.96% (n = 320,000) | inhibition, % at 12.5 µM | ldlA[mSR-BI] CHO cells, DiI-HDL uptake fluorescence, 3 h | AID 488896;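 active = mean replicate inhibition of at least 70% and a set share of replicates each scoring 70 or more; inconclusive = meets just one of the two criteria; inactive = fails both criteria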;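 note: 0% = median of neutral control wells and 100% = median of positive control wells; values of inactives mirror those of a sister screen read the other way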
dFosB activator: enhances mouse delta FosB homodimer DNA binding; P13346; purified delta FosB, TAMRA-CDK5 oligo fluorescence polarization; percent of positive-control signal above neutral wells; activation, % at 25 µM; actives 0.99% (n = 340,000); AID 493131;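 active = mean activation above about 17%, with every replicate also reaching it, limit read from the data, passing the limit was not always enough; inconclusive = only one of the two conditions met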;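 note: fluorescence polarization rise as delta FosB binds a TAMRA Cdk5 AP-1 oligo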
Target sequence (P13346 whole entry, looked up): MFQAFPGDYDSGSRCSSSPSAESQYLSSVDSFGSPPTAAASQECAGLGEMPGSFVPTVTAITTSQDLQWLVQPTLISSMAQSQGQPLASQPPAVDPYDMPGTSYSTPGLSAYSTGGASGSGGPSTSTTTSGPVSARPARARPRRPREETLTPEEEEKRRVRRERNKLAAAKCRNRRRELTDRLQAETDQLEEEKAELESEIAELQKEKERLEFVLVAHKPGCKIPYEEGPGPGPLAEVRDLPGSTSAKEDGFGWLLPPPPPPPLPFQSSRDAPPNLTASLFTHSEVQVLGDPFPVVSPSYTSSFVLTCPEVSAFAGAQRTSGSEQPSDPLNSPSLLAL
MITF TRPM1 HTS: MITF TRPM1 promoter activation in melanoma cells | actives 0.75% (n = 300,000) | activation, % at 12.5 µM | SK-MEL-5 TRPM1-promoter luciferase, 24 h; % of positive control, neutral wells = 0;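 active = mean activation of at least 80% with every replicate also reaching 80%; inconclusive = mean reaches 80% but some replicate falls short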;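 note: 0% = neutral control wells and 100% = parthenolide positive control wells; values of inactives mirror those of a sister screen read the other way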
NSD2 inh: NSD2 (human) methyltransferase inhibition | AID 743445 | inhibition, % at 12.5 µM | actives 0.54% (n = 310,000) | NSD2 peptide methylation, AlphaScreen, 120 min; in the data active = inhibition above about 50%
CDK5 p35 inh: inhibitors of human CDK5/p35 kinase; Recombinant CDK5/p35, ADP-Glo luminescence, 60 min; inhibition, % at 10 µM; actives 0.01% (n = 330,000);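 active = highest replicate inhibition of at least 50% and at least 75% of replicates reaching 50%; inconclusive = only one of the two criteria met; inactive = both criteria failed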;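 note: plate controls were DMSO neutral control for no effect and GW8510 at 10 µM for full effect; many of its hits are not listed in these tables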
Wnt bcat act: activators of Wnt/beta-catenin signaling | Wnt/beta-catenin reporter cell assay, activator, plate reader | activation, % at 9.35 µM | actives 1.2% (n = 300,000); in the data active = activation above about 30%, passing the limit was not always enough; inconclusive = no clear call, values can overlap the other calls;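 note: 0% = neutral control wells and 100% = positive control wells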
HTR5A inv ag: counter-screen for OPRM1-OPRD1 inverse agonists: human HTR5A inverse agonism | HTR5A cell line, luminescence | inhibition, % at 9.3 µM | actives 0.083% (n = 340,000); in the data active = inhibition mostly above about 23%, no sharp cut-off; inactive = mostly below about 18%;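 note: 0% = cells with DMSO and 100% = no-cell wells with DMSO; some compounds called inactive have numbers as strong as hits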
Target sequence (P47898 whole entry, looked up): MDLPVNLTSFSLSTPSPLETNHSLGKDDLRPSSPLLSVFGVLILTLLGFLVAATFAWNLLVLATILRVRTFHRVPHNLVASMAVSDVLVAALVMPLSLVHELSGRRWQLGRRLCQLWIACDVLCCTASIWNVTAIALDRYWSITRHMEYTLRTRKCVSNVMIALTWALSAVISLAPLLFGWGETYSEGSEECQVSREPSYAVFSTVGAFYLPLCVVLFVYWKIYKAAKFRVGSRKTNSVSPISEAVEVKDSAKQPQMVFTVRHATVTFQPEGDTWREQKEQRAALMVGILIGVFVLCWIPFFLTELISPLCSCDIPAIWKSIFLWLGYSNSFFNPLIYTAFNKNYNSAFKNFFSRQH
PvdQ acylase: P. aeruginosa PvdQ acylase inhibition | purified PvdQ acylase, fluorescence plate reader | inhibition, % at 10 µM | actives 0.063% (n = 340,000); in the data active = inhibition above about 30%, passing the limit was not always enough; inconclusive = no clear call, values can overlap the other calls;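 note: 0% = vehicle neutral wells and 100% = reference inhibitor wells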
HTR5A ag ctr: counter-screen for OPRM1-OPRD1 agonists: human HTR5A agonism | P47898 | HTR5A agonist assay, luminescence, cell-based | activation, % at 9.3 µM | actives 0.61% (n = 340,000); in the data active = activation mostly above about 9.5%, no sharp cut-off; inactive = mostly below about 7.6%;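 note: 0% = cells with vehicle only and 100% = reference agonist; strong numbers were not always called active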
V-ATPase pHluor: yeast V-ATPase proton transport regulation by pHLuorin; S. cerevisiae, pHLuorin cytosolic pH fluorescence; response, % at 10 µM; actives 0.37% (n = 350,000); AID 504577; in the data active = response mostly above about 7.3%, no sharp cut-off; inactive = mostly below about 5.4%; note: actives read high; inactives centre near 0; some compounds called inactive have numbers as strong as hits; reference of the scale not given here
Numbers without * were called inactive; ? = inconclusive; . = no result given; & = joins results of further samples.

(1) CCCNC1=CC(=O)CC(C)(C)C1
(2) COc1ccc(S(=O)(=O)CCC(=O)NCCc2ccc(C)cc2)cc1
(3) COc1ccc(C(C)NC(=O)C2CCCC2)cc1OC (centres undefined)
(4) C=CCOc1ccc(CNCc2cccnc2)cc1OCC
(5) O=C(c1ccncc1)N1N=C(c2ccc(Cl)cc2)CC1c1ccccc1O (centres undefined)
(6) CC1Cc2ccccc2N1C(=O)COC(=O)/C=C/c1cccc(F)c1 (centres undefined)
(7) O=C(CCCCCBr)N1CCC(CC2CC(c3ccc(Cl)cc3)=NO2)(C(=O)NCC2CCCCC2)CC1 (centres undefined)
(8) CCC(C)OC(=O)C1C(c2ccccc2)C(C(=O)O)C1c1ccccc1 (centres undefined)

compound no.,1,2,3,4,5,6,7,8
SR-BI HDL uptake,22,-24,-7,-5,82*,9,-20,22
dFosB activator,0,-2,-3,7,-13,-1,-3,2
MITF TRPM1 HTS,-2,1,2,-5,65,3,10,.
NSD2 inh,-1,0,-1,-3,4,4,.,1
CDK5 p35 inh,0.9,-1.8,3.0,1.2,0.5,-1.4,0.7,0.1
Wnt bcat act,-2,.,1,-1,18,0,-4,.
HTR5A inv ag,1,2,2,-20,1,12,5,4
PvdQ acylase,8,-4,11,2,-2,-9,-4,-13
HTR5A ag ctr,4,1,-5,5,1,1,2,-1
V-ATPase pHluor,-1,-3,5,-2,3,-2,-3,1

Whole records, quoted from the list.
`COc1ccc(S(=O)(=O)CCC(=O)NCCc2ccc(C)cc2)cc1` in the list: SR-BI HDL uptake: -24; dFosB activator: -2; MITF TRPM1 HTS: 1; NSD2 inh: 0; CDK5 p35 inh: -1.8; Wnt bcat act: .; HTR5A inv ag: 2; PvdQ acylase: -4; HTR5A ag ctr: 1; V-ATPase pHluor: -3
`O=C(CCCCCBr)N1CCC(CC2CC(c3ccc(Cl)cc3)=NO2)(C(=O)NCC2CCCCC2)CC1` (centres undefined) in the list: SR-BI HDL uptake: -20; dFosB activator: -3; MITF TRPM1 HTS: 10; NSD2 inh: .; CDK5 p35 inh: 0.7; Wnt bcat act: -4; HTR5A inv ag: 5; PvdQ acylase: -4; HTR5A ag ctr: 2; V-ATPase pHluor: -3

The results go on.
(9) COc1ccc(NC2=Nc3ccccc3N3C2=Nc2c(c(C)nn2-c2ccc(C)cc2)C3c2cccnc2)cc1 (centres undefined)
(10) COc1ccc(CNS(=O)(=O)c2ccc(F)cc2Br)cc1
(11) COC(=O)CCC(=O)N1CCc2cc(S(=O)(=O)N3CCN(c4ccccc4Cl)CC3)ccc21
(12) CCOc1ccccc1N1CCN(C(=O)CCCc2nc3ccccc3s2)CC1
(13) CC(CCc1ccccc1)NC(=O)COC(=O)CC1CC2CCC1C2 (centres undefined)
(14) C=CCn1c(O)c(N=Nc2ccccc2)c2ccccc21
(15) CCn1nc(C)c(CNCc2cn[nH]c2-c2cc3ccccc3o2)c1C
(16) Cc1ccc(CNC(=O)Nc2ccc(F)cc2F)n1C

compound no.,9,10,11,12,13,14,15,16
SR-BI HDL uptake,-28,18,0,.,-28,-19,.,10
dFosB activator,-11,6,2,-5,-3,-2,-2,-2
MITF TRPM1 HTS,-6,2,-1,19,-8,-13,-2,-5
NSD2 inh,-4,.,0,1,-3,1,-2,-3
CDK5 p35 inh,0.2,0.1,0.3,3.0,-0.4,2.7,0.6,-0.6
Wnt bcat act,.,-2,0,0,.,0,8,2
HTR5A inv ag,9,-1,13,-28,-4,-15,-18,-16
PvdQ acylase,1,-3,4,-5,-5,-12,-3,5
HTR5A ag ctr,9,0,0,-3,1,-4,9,4
V-ATPase pHluor,-7,1,0,-3,0,-8,1,2

(17) O=S(=O)(c1cccc(S(=O)(=O)N2CCOCC2)c1)N1CCCCCC1
(18) Cc1ccc2c(C(=O)N3CCN(c4ccccc4)CC3)cc(-c3cccnc3)nc2c1C
(19) COc1ccc(C(=O)NCC(=O)N/N=C(\C)Cc2ccccc2)cc1
(20) C/C(=N\NC(=O)c1ccc(COc2ccccc2)cc1)c1ccncc1
(21) COc1ccc(NC(=O)CC(CC(=O)O)c2cc(OC)c(OC)c(OC)c2)cc1 (centres undefined)
(22) Cc1cccc(NC(=S)N=Nc2c(O)[nH]c3ccccc23)c1
(23) CSc1ncccc1C(=O)NC1CCCc2c1cnn2-c1ccc(C)c(C)c1 (centres undefined)
(24) CCc1nn(CCCC(=O)NCc2ccc(C)cc2)c(=O)c2cc3occc3n12

compound no.,17,18,19,20,21,22,23,24
SR-BI HDL uptake,9,5,-3,48,-8,-3,65,15
dFosB activator,-4,-14,0,-6,9,-12,6,-3
MITF TRPM1 HTS,-8,-3,-5,-7,-5,-1,-12,-1
NSD2 inh,0,-1,-2,1,-2,-2,0,-7
CDK5 p35 inh,1.8,0.0,0.9,-0.3,1.3,-1.0,1.2,0.3
Wnt bcat act,-1,-4,-1,6,-1,-12,-3,0
HTR5A inv ag,-12,18,0,-9,4,-1,-1,-15
PvdQ acylase,-18,2,-10,-2,-7,-4,6,-15
HTR5A ag ctr,3,-2,0,4,4,0,3,4
V-ATPase pHluor,2,-1,2,-3,3,2,-3,0

(25) COCCCn1cc(C(=O)c2cc(OC)ccc2OCC(=O)N2CCCCC2C)cc(C#N)c1=O (centres undefined)
(26) COc1ccc(C(CNC(=O)C(C)(C)Oc2ccc(Cl)cc2)N2CCOCC2)cc1 (centres undefined)
(27) O=C(NCC(=O)N1CCCC1)c1cccs1
(28) COc1ccc2nc(NC(=O)c3c(C)noc3C)sc2c1
(29) Cc1ccc(N2CCN(C(=O)c3ccccc3F)CC2)c(C)c1
(30) Cc1sc2nc(SCc3nc(-c4ccccc4)no3)n(-c3ccccc3)c(=O)c2c1C
(31) S=C(NCC(c1ccco1)N1CCCC1)Nc1ccccc1 (centres undefined)
(32) CN(CC(=O)Nc1ccc(F)cc1)C(=O)c1ccccc1Sc1ccccc1C#N

compound no.,25,26,27,28,29,30,31,32
SR-BI HDL uptake,-4,-31,6,13,-9,-48,3,25
dFosB activator,-11,-4,5,-5,-2,2,1,-8
MITF TRPM1 HTS,3,-6,10,.,9,-2,0,-8
NSD2 inh,-1,0,-2,0,.,-1,-1,3
CDK5 p35 inh,2.7,1.2,-1.0,0.3,-1.9,1.2,0.4,0.8
Wnt bcat act,-1,4,6,35*,2,.,0,-3
HTR5A inv ag,16,-4,3,23,-21,0,-26,-13
PvdQ acylase,-16,-3,-6,15,-10,-11,-4,-11
HTR5A ag ctr,-6,3,-1,7,-1,0,5,1
V-ATPase pHluor,1,5,6,-2,-1,-2,0,-4

(33) CC(=O)Nc1ccc(NC(=O)C(C)OC(=O)CCCOc2ccc(Cl)c(C)c2)cc1 (centres undefined)
(34) Cc1c([N+](=O)[O-])c(C/C=N/O)nn1C
(35) Cc1ccccc1N(CC(=O)O)S(C)(=O)=O
(36) CSc1nc(O)c(C(c2ccccc2)c2c(O)nc(SC)[nH]c2=O)c(=O)[nH]1
(37) Cc1cc(C)nc(-n2nc(C)c3c(C(F)(F)F)cc(=O)[nH]c32)n1
(38) CC1(C)CC(=O)C=C(NCCc2ccc(S(N)(=O)=O)cc2)C1
(39) Cc1ccc(NC(=O)CCS(=O)(=O)c2cccc3nonc23)c(Br)c1
(40) O=C(Cn1c(=O)n(-c2ccc(F)cc2)c(=O)c2sccc21)N1CCCC1

compound no.,33,34,35,36,37,38,39,40
SR-BI HDL uptake,12,-26,-26,-3,-15,-11,-9,-14
dFosB activator,-8,-5,2,9,-23,-2,-4,3
MITF TRPM1 HTS,3,.,11,.,-1,1,-12,0
NSD2 inh,0,0,24,1,1,-2,-10,2
CDK5 p35 inh,0.8,1.4,-2.0,-0.8,0.6,-1.2,1.1,1.5
Wnt bcat act,2,-1,.,-1,-7,1,-1,1
HTR5A inv ag,10,29,8,14,-9,1,5,16
PvdQ acylase,-10,-12,-11,-15,-1,-16,-10,9
HTR5A ag ctr,1,0,-3,-4,1,0,-4,2
V-ATPase pHluor,0,-2,5,0,0,4,-3,8

(41) CCN(c1cccc(C)c1)S(=O)(=O)c1ccc2c(c1)NC(=O)CS2
(42) O=C(Nc1ccccc1N1CCN(C(=O)c2ccc(Cl)cc2)CC1)c1cccc([N+](=O)[O-])c1
(43) CCCN(CC(=O)Nc1ccccc1C)C(=O)c1ccc(N2CCCC2=O)cc1
(44) CC1CCCCC12NC(=O)N(CC(=O)N1CCN(c3ccccc3)CC1)C2=O (centres undefined)
(45) O=C(NCC1CCCO1)c1cncc(Br)c1 (centres undefined)
(46) CN(C)C(=O)N1CCN(C(=O)N(C)C)CC1
(47) CC(C)CNC(=O)C1CCN(Cc2ccc(OCc3ccccc3)cc2)CC1
(48) C=CCN1C(=O)C(Cc2cccc(Cl)c2)S/C1=N/N=C/c1ccco1 (centres undefined)

compound no.,41,42,43,44,45,46,47,48
SR-BI HDL uptake,-30,47,4,-4,1,-15,-11,50
dFosB activator,-5,-2,-7,4,2,4,-7,-16
MITF TRPM1 HTS,6,-1,.,.,-1,.,?,5
NSD2 inh,7,-6,0,-4,-1,10,-1,-6
CDK5 p35 inh,0.8,-0.2,1.4,0.3,-0.9,-2.1,1.0,-6.2
Wnt bcat act,-2,1,0,-2,0,.,.,-5
HTR5A inv ag,6,-1,-8,21,-2,8,26,-1
PvdQ acylase,-4,-12,-15,8,-14,0,-11,-14
HTR5A ag ctr,0,4,3,-8,5,-3,5,-2
V-ATPase pHluor,0,-1,1,-2,-3,-1,-1,0

(49) O=C(CSc1ccc(-c2ccccc2)nn1)NCC1CCCO1 (centres undefined)
(50) O=C(NC1CCCCC1)c1ccccc1NC(=O)C1CC(=O)N(c2ccccc2)C1 (centres undefined)
(51) COc1cc2c(cc1OC)C(C)N(C(=O)Cn1ncc3c1-c1ccccc1OC3)CC2 (centres undefined)
(52) CC(C)[C@H](NC(=O)[C@H](Cc1ccccc1)n1c(=O)[nH]c2ccccc2c1=O)C(=O)N1CCC[C@@H]1C(=O)O
(53) O=C(c1cc2ccccc2o1)N(Cc1ccco1)Cc1cccs1
(54) Cn1cc(S(=O)(=O)NCc2cccs2)c(=O)n(C)c1=O
(55) C=CCNC(=O)N1CCC(CO)(Cc2ccc(Cl)cc2)CC1
(56) CNCCC=C1c2ccccc2CCc2ccccc21
(57) NC(=O)c1ccc(NC(=O)CN2C(=O)NC3(CCCCCCC3)C2=O)cc1

compound no.,49,50,51,52,53,54,55,56,57
SR-BI HDL uptake,-10,-19,4,7,28,-21,-15,-11,9
dFosB activator,-11,-12,-8,-2,-6,7,0,-6,-4
MITF TRPM1 HTS,-1,.,.,-4,8,.,5,13,1
NSD2 inh,3,-3,.,.,-1,.,-2,.,0
CDK5 p35 inh,1.2,-0.4,0.6,0.4,-0.5,0.0,0.1,-1.5,-1.2
Wnt bcat act,-2,-2,-3,0,-1,0,-3,1&-7,11
HTR5A inv ag,-16,8,10,4,10,-58,14,-3,-4
PvdQ acylase,13,-7,5,0,-7,-9,-7,7,-29
HTR5A ag ctr,6,6,-4,8,2,19*,3,1,1
V-ATPase pHluor,-1,-1,-1,-2,1,3,-5,7,1

Records listed above printed as active in Wnt bcat act:
no. | Structure | SR-BI HDL uptake | dFosB activator | MITF TRPM1 HTS | NSD2 inh | CDK5 p35 inh | Wnt bcat act | PvdQ acylase | V-ATPase pHluor
28 | COc1ccc2nc(NC(=O)c3c(C)noc3C)sc2c1 | 13 | -5 | . | 0 | 0.3 | 35* | 15 | -2
